# AID2073: disruptors of CaV2.2 binding to Mint1 – biochemical, HTRF (AID 2073). HTRF protein-protein interaction, Mint1-CaV2.2; higher % means a stronger effect. inhibition, % at 20 µM; hits with a dose series show IC50 in µM. 290,000 compounds, 0.19% hits; in the data active = inhibition mostly above about 51%, no sharp cut-off; inconclusive = no clear call, values can overlap the other calls; inactive = mostly below about 53%; note: some results filed as inactive read as strong as hits
# XIAP antagonists: XIAP antagonists, biochemical, IAP family, fluorescence polarization (AID 1018) | XIAP BIR domain, fluorescence polarization peptide displacement; higher % means a stronger effect | displacement, % at 20 µM; hits with a dose series show IC50 in µM | 200,000 compounds, 0.007% hits; in the data active = displacement above about 50%; note: a part of the inactive calls stands beside numbers as strong as those of hits
# LYP phosphatase: PTPN22 lymphoid phosphatase activity blockers – biochemical, fluorescence intensity, uHTS (AID 1779); recombinant LYP phosphatase, fluorescence intensity; higher % means a stronger effect; inhibition, % at 11.5 µM; hits with a dose series show IC50 in µM; 290,000 compounds, 0.054% hits;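 note: plate controls were vehicle with enzyme for no effect and no enzyme for full effect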
# Myeloid diff MLP: myeloid differentiation induction | calls only at 10 µM | 360,000 compounds, 1% hits | ER-HoxA9 myeloid progenitors, lysozyme-GFP differentiation, flow cytometry;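 active = normalized GFP-positive differentiation at or above the plate's own cutoff, the solvent-only control mean plus 3 SD; inconclusive = no clear call, values can overlap the other calls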;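 note: cells exposed to compound for four days before flow analysis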
# Hep lipid drop: hepatic lipid droplet formation modulation; AML12 mouse hepatocytes, oleate lipid droplets, BODIPY imaging; inhibition, % at 6.5 µM; 240,000 compounds, 0.4% hits;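 active = lipid droplet intensity inhibited by at least 50%, with more than 500 cells counted; inconclusive = wells with under 300 cells, treated as cytotoxic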
#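 Material: mouse AML12 hepatocyte cell line, fixed after treatment; Timing: compound with oleate, overnight; Technique: high-content imaging of BODIPY-stained droplets and DAPI nuclei; Probe or stimulus: oleate, 100 µM final; Dosing: compound at 6.5 µM only.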
# Siah-1 displacement: Siah-1 peptide-binding antagonists, primary screen, biochemical, fluorescence polarization, rhodamine-plectin, uHTS (AID 1817). 290,000 compounds, 0.02% hits. one-dose displacement, % at 20 µM; IC50 in µM for titrated hits. Siah-1 / rhodamine-plectin peptide fluorescence polarization; higher % means a stronger effect;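 active = displacement of at least 50% at 20 µM, with a fluorescence ratio check between 0.3 and a set limit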;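 note: plate controls were Siah plus tracer with DMSO for no effect and tracer alone without Siah for full effect; strong numbers were not always called active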
# HEK293 NOD2/NF-kB: inhibition of NOD2-driven NF-kB reporter – cell-based, luminescence, uHTS, HEK293 (AID 1566) | HEK293 NOD2/NF-kB luciferase reporter, luminescence; higher % means a stronger effect | inhibition, % at 4 µM, or EC50 in µM where a hit was titrated | 290,000 compounds, 0.63% hits; note: many of its hits are not listed in these tables
# NS5 inhibitors: flavivirus cap methylation enzyme inhibition – biochemical, confirmation dose response, primary screen (AID 588689). Dengue-2 NS5 methyltransferase capping enzyme assay, biochemical; higher % means a stronger effect. one-dose inhibition, % at 25 µM; IC50 in µM for titrated hits. 340,000 compounds, 0.3% hits; in the data active = a potency from the dose series; inconclusive = inhibition above about 29% without an active follow-up result
# HIV fusion peptide: cell-free HIV fusion peptide-binding blockers – biochemical, uHTS, fluorescence dequenching, primary screen (AID 1986); cell-free peptide binding, fluorescence dequenching, 30 min; higher % means a stronger effect; inhibition, % at 20 µM, or IC50 in µM where a hit was titrated; 290,000 compounds, 0.3% hits; in the data active = inhibition mostly above about 52%, no sharp cut-off; inactive = mostly below about 76%; note: some results filed as inactive read as strong as hits
# Hep lipid drop cells 6.5 µM: second read-out of Hep lipid drop, no call of its own (marks repeat the call); cell count; measured here: cell count, cytotoxicity flag;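 cells counted across two imaged fields per well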
# NS5 inhibitors pilot replicate: recorded beside NS5 inhibitors, whose call it bears; inhibition, %; measured here: pilot screen replicate inhibition
# Myeloid diff MLP GFP+ MAC1+ %: second read-out of Myeloid diff MLP, no call of its own (marks repeat the call); GFP+ MAC1+ double positive, %; measured here: differentiation confirmed by MAC1 staining
# * marks the source's active call; other numbers are inactive results; i = inactive; ? = inconclusive; / = no result given; + = active, no number. Cut-off read from the data, not from the text of the source, unless noted: active = inhibition above about 50%; inactive = the rest.
SMILES,AID2073,XIAP antagonists,LYP phosphatase,Myeloid diff MLP,Myeloid diff MLP GFP+ MAC1+ %,Hep lipid drop,Hep lipid drop cells 6.5 µM,Siah-1 displacement,HEK293 NOD2/NF-kB,NS5 inhibitors,HIV fusion peptide,others
CN(C(=O)COc1cc(C(F)(F)F)nn1C)c1ccccc1,8%,0.1%,-14%,i,0.2,-26,603,4%,20%,-5%,0.6%,
COc1ccc(NC(=O)C2CCC(=O)N2)cc1 (configuration not stated),1%,-5.1%,-5%,i,23,/,/,3%,11%,3%,-1.5%,
COc1cccc(C(C(=O)NC(C)(C)C)N(CCC(C)C)C(=O)CCC(=O)Nc2cc(C)on2)c1OC (configuration not stated),-10%,-9.8%,-7%,i,0.2,-6,613,8%,-4%,-10%,-2.7%,
C=CCN1C(=O)/C(=C/c2ccsc2)SC1=S,10%,-3.6%,2%,i,1.7,5,692,26%,-2%,-6%,-1.4%,
COc1ccc(-c2noc(COc3ccc4ccccc4c3Br)n2)cc1OC,32%,-2.3%,-1%,i,1.0,-12,640,1%,0%,0%,3.4%,
O=S(=O)(c1ccc2ccccc2c1)N1CCN(C2CCN(Cc3ccccc3)CC2)CC1,-2%,1.1%,-12%,i,0.3,-3,757,4%,7%,1%,-0.3%,NS5 inhibitors pilot replicate=1.1
O=C(CCNC(=O)c1ccc(Br)cc1)Nc1nccs1,0%,-1.5%,-1%,i,0.3,21,693,5%,4%,-11%,0.4%,
C=CCC(c1ccccc1F)N(CCN1CCOCC1)C(=O)Nc1cccc(Cl)c1 (configuration not stated),-1%,0.0%,0%,i,1.1,-33,750,0%,-23%,-5%,1.1%,
NS(=O)(=O)c1cccc(NC(=O)CC23CC4CC(CC(Br)(C4)C2)C3)c1,1%,/,-8%,i,2.0,-3,798,12%,2%,-3%,0.8%,
O=C(CSc1nc(-c2ccccc2)cs1)N1CCc2ccccc21,-5%,-6.2%,-3%,i,1.1,/,/,5%,-3%,-5%,0.8%,
O=C(NCc1ccco1)c1nc2ccccc2s1,-7%,-1.9%,-8%,i,3.8,0,754,4%,-14%,0%,-1.1%,
CSc1ccccc1C(=O)Nc1cc(C)cc(C)c1,-2%,-3.2%,-2%,i,1.5,/,/,-4%,-13%,-4%,-0.3%,
CN(C)C(=O)c1ccc(NC(=O)c2ccccc2Sc2ccccc2C#N)cc1,-2%,14%,-10%,i,0.3,-4,635,9%,12%,0%,3.5%,
CCCCN(Cc1ccccc1)C(=O)C1CCN(S(=O)(=O)c2c(C)noc2C)CC1,-4%,-6.2%,-7%,i,0.9,-3,802,0%,2%,-3%,-1.2%,
CCC(=O)Nc1nc2c(s1)COc1ccccc1-2,0%,-4.0%,-2%,i,1.5,21,700,0%,8%,5%,-1.0%,
O=C(CSc1nc2ccccc2c(=O)n1Cc1ccc(C(=O)NC2CC2)cc1)NCc1ccco1,0%,-3.8%,-2%,i,1.3,9,747,0%,10%,0%,0.8%,
CCN(CC)C(=O)CCSc1nnc(-c2ccncc2)o1,-6%,-3.2%,-10%,i,0.2,-1,680,2%,5%,-4%,-0.9%,
COc1ccc(/C=N/NC(=O)c2ccncc2)cc1CN1CCCc2ccccc21,0%,0.8%,12%,i,0.5,5,692,0%,3%,-3%,-3.7%,
CCc1sc2nc(SCC(=O)Nc3cc(C)on3)n(-c3cccc(OC)c3)c(=O)c2c1C,-4%,-9.2%,-6%,i,1.1,/,/,-4%,6%,6%,0.7%,
COc1ccc(OC)c(NC(=O)C2CCCN(S(=O)(=O)c3c(C)noc3C)C2)c1 (configuration not stated),1%,-2.6%,-3%,i,0.8,/,/,-6%,-2%,2%,1.1%,

# Structures from the list above containing fluorine:
SMILES,AID2073,XIAP antagonists,LYP phosphatase,Myeloid diff MLP,Myeloid diff MLP GFP+ MAC1+ %,Hep lipid drop,Hep lipid drop cells 6.5 µM,Siah-1 displacement,HEK293 NOD2/NF-kB,NS5 inhibitors,HIV fusion peptide,others
CN(C(=O)COc1cc(C(F)(F)F)nn1C)c1ccccc1,8%,0.1%,-14%,i,0.2,-26,603,4%,20%,-5%,0.6%,
C=CCC(c1ccccc1F)N(CCN1CCOCC1)C(=O)Nc1cccc(Cl)c1 (configuration not stated),-1%,0.0%,0%,i,1.1,-33,750,0%,-23%,-5%,1.1%,

# The main list resumes, starting two compounds before the break.
SMILES,AID2073,XIAP antagonists,LYP phosphatase,Myeloid diff MLP,Myeloid diff MLP GFP+ MAC1+ %,Hep lipid drop,Hep lipid drop cells 6.5 µM,Siah-1 displacement,HEK293 NOD2/NF-kB,NS5 inhibitors,HIV fusion peptide,others
CCc1sc2nc(SCC(=O)Nc3cc(C)on3)n(-c3cccc(OC)c3)c(=O)c2c1C,-4%,-9.2%,-6%,i,1.1,/,/,-4%,6%,6%,0.7%,
COc1ccc(OC)c(NC(=O)C2CCCN(S(=O)(=O)c3c(C)noc3C)C2)c1 (configuration not stated),1%,-2.6%,-3%,i,0.8,/,/,-6%,-2%,2%,1.1%,
COC(=O)C(C)n1cnc2c(nnn2-c2ccc(C)cc2)c1=O (configuration not stated),29%,/,-13%,i,2.6,-7,695,7%,11%,1%,-0.6%,
C=C(C)C(=O)Nc1cccc(C2=NOC3(C2)C[C@@H](C(N)=O)N(C(=O)C(=C)C)C3)c1 (some centres not stated),37%,/,-4%,i,1.3,-9,703,10%,27%,0%,20%,
Cc1cc(C)nc(-n2cc(C(=O)c3cc(F)ccc3O)cn2)n1,0%,-6.5%,-3%,i,0.0,23,681,-4%,-5%,1%,0.2%,
O=C1C(Cl)=C(Nc2ccc(F)cc2)C(=O)N1CCc1ccccc1,0%,-4.9%,7%,i,0.1,6,712,-5%,-17%,-10%,6.2%,
CCOC(=O)c1c(C)[nH]c(C(=O)CC(=O)OC)c1C,-2%,15%,-9%,i,0.6,-15,629,0%,12%,-4%,0.8%,
O=C(N/N=C/c1ccc(F)cc1)c1ccc(Br)cc1,-4%,-3.1%,-3%,i,5.2,/,/,18%,-19%,1%,1.5%,
COc1ccc2[nH]c(=O)c(CN(Cc3ccccc3)C(=S)NCC3CCCO3)cc2c1 (configuration not stated),-15%,-8.6%,-4%,i,0.2,13,687,1%,-2%,-2%,0.5%,
CCc1cc(C(=O)N2CCCC(CCC(=O)N3CCN(c4ccccn4)CC3)C2)no1 (configuration not stated),2%,-2.9%,-4%,i,0.1,-4,693,-3%,14%,-4%,-0.6%,
CCOC(=O)c1ccc(-n2c(CC)nc3ccccc3c2=O)cc1,-5%,-6.8%,3%,/,/,1,657,-2%,10%,/,-0.6%,
CC(=O)N/C(=C\c1ccccc1)C(=O)OCC(=O)NC(C)C12CC3CC(CC(C3)C1)C2 (configuration not stated),-3%,-8.1%,-4%,i,1.2,-1,672,-4%,14%,-1%,-1.5%,
CC(=O)c1ccc(Nc2cc(C)nc3c(C)cccc23)cc1,41%,-4.3%,1%,i,0.1,?,/,-1%,-72%,1%,-0.9%,
CCOC(=O)c1c(O)c2ccccc2oc1=O,5%,/,-2%,i,0.6,0,643,12%,-2%,-5%,-0.2%,
COc1ccc(-c2ccc(C#N)c(SCC(=O)OCc3ccccc3)n2)cc1OC,17%,-2.8%,-11%,i,0.9,/,/,6%,5%,-6%,-2.2%,
O=C(Nc1cccc(-c2nc3cccnc3s2)c1)c1cccnc1Cl,10%,/,-4%,i,0.4,-15,664,8%,-19%,-2%,0.3%,
CC1CC(=O)Nc2ccccc2S1(=O)=O (configuration not stated),-2%,-4.9%,-2%,i,1.3,10,795,-1%,13%,6%,-0.6%,
O=C(NCC1CC1(Cl)Cl)Nc1ccc(Cl)c(Cl)c1 (configuration not stated),8%,/,-2%,i,3.6,-21,757,4%,-44%,7%,2.1%,
Cc1ccc(CCC2C3=C(CCCC3=O)OC3=C2C(=O)CCC3)cc1,-9%,-2.6%,-3%,i,2.5,17,786,-3%,9%,-1%,-0.9%,
CC1CCCCC1NC(=O)CCCc1nc2ccccc2c(=O)[nH]1 (configuration not stated),2%,-4.1%,-2%,i,6.9,0,679,1%,16%,-3%,-1.1%,
O=C(COC(=O)CN1C(=O)c2cccc([N+](=O)[O-])c2C1=O)NC1CCS(=O)(=O)C1 (configuration not stated),-18%,/,-6%,i,0.8,5,695,2%,0%,-12%,-0.9%,
Cc1ccc(-c2[nH]c(-c3ccc(Cl)cc3)nc2SCC(=O)NCC2CCCO2)cc1 (configuration not stated),4%,0.1%,-6%,i,1.8,24,736,-9%,10%,-2%,-1.1%,
CC1(C)C(O)=C(c2nc3ccccc3[nH]2)C(=N)N1c1ccccc1,-2%,2.0%,-4%,+,5.6*,/,/,6%,0%,-5%,1.4%,
Cc1noc(C)c1CSc1nc2ccccc2[nH]1,8%,-0.1%,0%,i,0.3,-6,594,3%,5%,/,1.9%,
O=C(CSc1nnc(Cc2ccccc2)o1)Nc1ccc(Br)cn1,?,3.8%,-7%,i,1.0,-1,742,2%,-12%,-3%,-2.1%,
CC1CCN(C2CCN(S(=O)(=O)c3ccc(F)cc3)CC2)CC1,3%,-8.5%,-3%,i,0.5,/,/,-2%,-3%,-3%,0.6%,
COc1ccc(-n2nc(C(=O)NCC(=O)N3CC(C)CC(C)C3)c3ccccc3c2=O)cc1 (configuration not stated),-1%,/,-2%,i,0.4,17,884,3%,8%,-6%,0.7%,
CC(=O)c1cccc(NC(=O)CN(C)Cc2ccc(OC(F)F)cc2)c1,-6%,/,-4%,i,0.4,5,780,2%,2%,-10%,-0.3%,
O=C(c1cccc2ccccc12)N1CCN(CC2CC=CCC2)CC1 (configuration not stated),-7%,0.5%,-5%,i,8.1,2,791,9%,-1%,-2%,-0.7%,
O=C(Nc1nc2ccc([N+](=O)[O-])cc2s1)c1ccncc1,25%,/,-6%,i,0.6,-24,672,19%,-47%,-9%,-2.0%,
COCCn1c(COc2ccccc2)nnc1SCC(N)=O,-4%,-1.9%,-5%,i,1.3,-1,712,4%,11%,-5%,0.9%,
Cc1nc2ccc(NC(=O)C(F)(F)F)cc2o1,5%,2.3%,-3%,i,3.2,0,648,7%,16%,1%,-2.5%,NS5 inhibitors pilot replicate=-4.0
Cc1cccc(NC(=O)c2nc[nH]c2C(=O)NCC(=O)OC(C)(C)C)c1,13%,/,5%,i,1.3,52*,674*,-3%,-7%,-7%,-0.6%,
N#C/C(=N\Nc1ccc(S(=O)(=O)N2CCc3ccccc32)cc1)C(N)=S,72%,-7.3%,8%,+,0.9*,22,685,-2%,38%,-3%,51%*,
O=C(/C=C/c1ccc(Cl)c(Cl)c1)N1CCOCC1,7%,/,-10%,i,0.1,5,811,5%,-10%,-12%,1.9%,
CCOc1ccc(NS(=O)(=O)c2ccc3c(c2)CCN3C(C)=O)cc1,-1%,/,-8%,+,1.9*,3,810,1%,40%,-2%,0.6%,
CN(C(=O)c1ccc2c(c1)CCO2)C(C)(C)C,6%,/,-1%,i,0.8,-1,674,5%,-27%,/,-0.3%,

# Bioassay records deposited in PubChem BioAssay by several laboratories.

# A portion of the library. The share of hits here may be higher or lower than overall.
